p53ts 32C tox: qHTS Screen for Compounds that Selectively Target Cancer Cells with p53 Mutations: Cytotoxicity of p53ts Cells at the Permissive Temperature. H1299-p53A138V at 32C, ATP luminescence viability, 24 h. Potency, µM (top dose mostly 46.1 µM), for the others: at the highest dose activity change, negative = cytotoxicity, actives largely listed as cytotoxic. actives 0.93% (n = 130,000). AID 924, 2007;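 further: 0% = DMSO and -100% = full killing by reference compound; nearly all actives have a fitted effect of over 55% in size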
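ATP-content luminescence (ATPlite) read-out after 24 h compound exposure at 32C in H1299-p53A138V cells (600/well). Tested up to 46 uM. Normalized to DMSO (0%) and 100 uM tamoxifen (100% killing); Hill-fit AC50.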
Imprint erasure: qHTS Assay for Compounds that Induce Erasure of Genomic Imprints; mouse ES Peg3-LacZ reporter, beta-gal luminescence, 40 h; Potency, µM (top dose mostly 60.7 µM), inactives show at the highest dose activity change, positive = activation, hits mostly activators; actives 0.02% (n = 110,000); AID 1948, 2009;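 further: 0% = negative control wells on the plate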
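Readout: BetaGlo luminescence (5 min, room temp) for LacZ from the normally silent maternal Peg3 allele in female Peg3LacZ-Neo ES cells. Cells 300/well, 40 h, 37C, 5% CO2. Data normalized per plate to negative controls.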
IkB signaling: IkB Signaling; ABC-DLBCL IkBa-CBG/CBR dual luciferase ratio, 4 h; response scale: scaled: untreated 0%, proteasome inhibitor 100%; Potency, µM (top dose mostly 57.1 µM), for the others: at the highest dose IkBa stabilization activation; actives 0.04% (n = 110,000); active means well fitted curve in the direction sought with a large enough effect in the signal ratio, not every such curve was filed as active; inconclusive means small, poorly fitted or top-dose-only effect, or a change in a side signal; the % refers to the signal ratio;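 further: the direction sought is a rising ratio; 0% = basal untreated cells and 100% = reference inhibitor full response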
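Curves were fitted separately to fusion (green), unfused (red) and ratio luminescence, then classed by r2, magnitude and activity. Cells: OCI-Ly3, 4 h compound plus doxycycline at 37C; 10 uM MG-132 defined full response.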
p53ts 39C tox: qHTS Screen for Compounds that Selectively Target Cancer Cells with p53 Mutations: Cytotoxicity of p53ts Cells at the Nonpermissive Temperature. H1299-p53A138V viability at 39C, ATP luminescence, 24 h. Potency, µM (titrated, usually from 46.1 µM), inactives show top-dose activity change, negative = cell killing, actives largely listed as cytotoxic. actives 1.5% (n = 130,000); further: nearly all actives have a fitted effect of over 55% in size
Numbers without * were called inactive; ? = inconclusive; nt = not tested or not shown; [ ] = remark or other dose. Unless noted, the call rests on the fitted dose curve; in most records, active means well fitted curve in the direction sought with a large enough effect; inconclusive means small, poorly fitted or top-dose-only effect, or another doubt; inactive means no such curve, though single readings can be large; an effect the other way counts as inactive or inconclusive. Unless noted, on the % scale 0 is the no-effect control and ±100 the full control effect; potency means the concentration at half of the fitted maximal effect.

SMILES | p53ts 32C tox | Imprint erasure | IkB signaling | p53ts 39C tox
O=C1Nc2c(c(=O)[nH]c(=O)n2-c2ccccc2)C1(NS(=O)(=O)c1ccc(Cl)cc1)C(F)(F)F (centres undefined) | 7% | -4%[10.9 µM] | 4.2% | 10%
Cc1ccc(N(CC(=O)NC(C)c2ccccc2)S(=O)(=O)c2c(C)noc2C)cc1 (centres undefined) | 2% | -5%[10.9 µM] | -1.0% | -2%
COc1ccc(-c2nc(CSCC(=O)N3CCc4ccccc43)c(C)o2)cc1OC | 4% | 12% | -1.2% | -14%
O=C(C1CCCCC1)N1CCC(c2nc3c(nnn3Cc3c(F)cccc3Cl)c(=O)[nH]2)CC1 | 18% | -9% | ? | 5%
Cc1cccc(OCC(=O)Nc2nnc(S(=O)(=O)N3CCc4ccccc43)s2)c1 | 5% | -13%[10.9 µM] | -1.0% | -16%
CCOC(=O)c1[nH]c2c(c1C)C(=O)CC(c1ccc(F)cc1)C2 (centres undefined) | 7% | -20% | ? | 4%
O=C(Nc1ccc(C(=O)N2CCN(c3ccc(Cl)cc3)CC2)cc1)c1nsc2ccccc12 | -20% | -24%[10.9 µM] | ? | ?
O=C(Nc1ccc(C(F)(F)F)cc1)C(Cc1ccccc1)n1cccc1 (centres undefined) | -10% | -10%[10.9 µM] | ? | 20µM*
Cc1nn(-c2ccccc2)c2[nH]c(=O)c(CNCCN3CCOCC3)cc12 | 7% | -10% | 0.0% | 2%
CCc1ccc(NS(=O)(=O)c2cc(OC)ccc2OC)cc1 | 6% | -15% | -0.7% | -1%
CC(C)c1cnc2c(c1SCC(=O)Nc1cccc([N+](=O)[O-])c1)c(=O)n(C)c(=O)n2C | 14% | -11%[10.9 µM] | ? | -8%
O=S(NCc1ccco1)C12CC3CC(CC(C3)C1)C2 (centres undefined) | -6% | -5% | 0.5% | -8%
COc1ccc(NC(=O)C2CCN(c3ccc(Sc4ccc(C)cc4)nn3)CC2)c(OC)c1 | -2% | -8%[10.9 µM] | 0.4% | -6%
COC(=O)CCC(=O)Nc1cccc(Cl)c1 | 0% | 8% | -8.6% | -2%
CCCn1c(SCC(=O)NCc2ccco2)nnc1C(C)C | 3% | -25% | ? | 12%
COC(=O)c1ccc(C(=O)OC)c(NC(=O)c2ccc(-c3ccccc3)s2)c1 | -5% | 17%[10.9 µM] | 1.6% | 2%
COc1ccc(-c2nc3n(n2)C(c2cccc(C)c2)C(C(N)=O)=C(C)N3)cc1OC (centres undefined) | 3% | -9%[10.9 µM] | 0.7% | -14%
CC1CCC(NC(=O)c2ccc3c(c2)N(Cc2cccc(Cl)c2)C(=O)c2ccccc2S3=O)CC1 (centres undefined) | 19% | -15%[10.9 µM] | -1.3% | 15%
CSc1ccc(CCNC(=O)Cn2ncc3c(=O)oc4ccccc4c32)cc1 | -6% | -8%[10.9 µM] | -0.1% | -14%
Fc1ccc(-c2ccc(CNCCSc3nnnn3-c3ccccc3)o2)cc1Cl | 2% | -13%[10.9 µM] | -0.7% | -26%
COc1ccccc1NC(=O)CN1CCC(n2c(C)nc3cc(F)ccc32)CC1 | -2% | -2% | 2.1% | 0%
COc1ccccc1NC(=O)CC1C(=O)NCCN1C(=O)Nc1ccc(Cl)c(Cl)c1 (centres undefined) | 5% | -10% | ? | 4%
CC(=O)NC12CC3CC(C1)CC(C(=O)OCC(=O)Nc1ncc(Cl)c(C)c1Cl)(C3)C2 | 7% | -13% | 0.3% | 0%
CSc1cccc(NC(=O)CN(c2ccc(C)cc2C)S(C)(=O)=O)c1 | -2% | -14% | 2.0% | 5%
CC(=O)c1c(C)nc2nonc2c1N | -6% | -16% | -1.7% | -10%
Cc1cc(C)c(C#N)c(SCC2COc3ccccc3O2)n1 (centres undefined) | 7% | nt | nt | -12%
CC1=C(c2ccc(C(C)C)cc2)S(=O)(=O)NC1=NCc1ccc(Cl)cc1 | 9% | -4%[10.9 µM] | -0.4% | -14%
CC(C)OCCCNC(=O)CSc1c2c(nc3ccc(Cl)cc13)CCCC2 | 13µM* | -4%[10.9 µM] | ? | ?
COc1cccc(-c2cc(C(=O)N3CCCCCC3)no2)c1 | 13µM* | -65%[inhibitor] | ? | 10µM*
CCOC(=O)C1CCN(c2c(C(=O)c3ccc(C)cc3)cnc3ccc(F)cc23)CC1 | 6% | -4%[10.9 µM] | ? | 7%
O=C(CS(=O)(=O)c1cccc2nsnc12)NCc1ccccc1Cl | 6% | -11%[10.9 µM] | -0.3% | -22%
O=C(Nc1ccccc1)C1CCCCC1 | 0% | nt | nt | -11%
CCn1c(-c2ccc(N(C)C)cc2)nc2ccccc21 | 3% | -17% | -0.7% | 4%
CCOc1ccc(C2N(c3ccc(F)cc3)C(=O)C3CCCN32)cc1 (centres undefined) | 2% | 0% | 2.5% | 14%
Cc1cccc(N2CCN(C3(c4ccccc4)C(=O)c4ccccc4C3=O)CC2)c1C | -1% | 18%[10.9 µM] | ? | -6%
O=C(CSc1nc2ccccc2nc1Cc1ccc(Cl)cc1)N1CCN(c2ccccc2)CC1 | 0% | -9%[10.9 µM] | -0.1% | 0%

The closing six records of the section before are carried over, then new ones follow.
SMILES | p53ts 32C tox | Imprint erasure | IkB signaling | p53ts 39C tox
O=C(CS(=O)(=O)c1cccc2nsnc12)NCc1ccccc1Cl | 6% | -11%[10.9 µM] | -0.3% | -22%
O=C(Nc1ccccc1)C1CCCCC1 | 0% | nt | nt | -11%
CCn1c(-c2ccc(N(C)C)cc2)nc2ccccc21 | 3% | -17% | -0.7% | 4%
CCOc1ccc(C2N(c3ccc(F)cc3)C(=O)C3CCCN32)cc1 (centres undefined) | 2% | 0% | 2.5% | 14%
Cc1cccc(N2CCN(C3(c4ccccc4)C(=O)c4ccccc4C3=O)CC2)c1C | -1% | 18%[10.9 µM] | ? | -6%
O=C(CSc1nc2ccccc2nc1Cc1ccc(Cl)cc1)N1CCN(c2ccccc2)CC1 | 0% | -9%[10.9 µM] | -0.1% | 0%
COc1ccc2c(c1)c1ncn(Cc3ccco3)c(=O)c1n2C | -2% | -9% | 2.7% | 1%
N#CCC(=O)NC(=O)NCC1CC1 | 2% | -12% | nt | 15%
CCCCn1nnnc1NCc1cc(OC)c(OC)c(OC)c1 | 1% | -13% | 0.8% | -11%
COc1cc(OC)cc(C(=O)NCC(=O)N2CCCCC2)c1 | 0% | -11% | 0.0% | -3%
Cc1cc(C(=O)CSCCCn2c(=O)[nH]c3ccccc32)c(C)n1C | 6% | -10% | -0.2% | -3%
CC(O)CNCc1cccc2ccccc12 (centres undefined) | 4% | nt | nt | 17%
O=C(C1CC1)N1CCc2cc(S(=O)(=O)NC3CCN(Cc4ccccc4)CC3)ccc21 | 5% | -3% | 0.9% | -6%
Cc1ccc(NC(=O)c2cc3c(s2)CCCC3)cc1S(=O)(=O)Nc1ccccc1Cl | 25% | nt | nt | 21%
Cc1c(S(=O)(=O)Nc2ccc3c(c2)OCCO3)c(=O)n(C)c(=O)n1C | -5% | -4% | 1.5% | -2%
O=S1(=O)c2ccccc2N(Cc2ccccc2)c2ccccc21 | -6% | 7%[10.9 µM] | 0.1% | -5%
COc1ccc2nc(NC(=O)c3cnccn3)sc2c1 | ? | -80%[inhibitor] | ? | ?
CN1C(=O)N(C)C2(c3ccccc3)NC(=O)NC12c1ccccc1 (centres undefined) | 7% | -8% | -3.2% | 11%
O=C(Cn1nnc(-c2ccc(S(=O)(=O)N3CCCC3)cc2)n1)Nc1ccccc1-n1cccc1 | 6% | -15% | 0.8% | -17%
CSc1ccc(CCNc2ncnc3onc(-c4ccc(Cl)cc4)c23)cc1 | -1% | -15%[10.9 µM] | -2.5% | -12%
COc1cccc(C2Nc3ccccc3-c3nnc(SCc4ccccc4)nc3O2)c1OC (centres undefined) | -5% | 10%[10.9 µM] | ? | -9%
O=C(C1CCC1)N(CCc1ccccc1)Cc1nc2ccccc2c(=O)[nH]1 | 1% | -15% | -0.1% | -6%
O=C(Cn1cnc2c(cnn2-c2ccc(F)cc2)c1=O)OCc1ccccc1 | -19% | 8% | -1.2% | -9%
O=C(Cc1c(F)cccc1Cl)NCC1CCCO1 (centres undefined) | -7% | -1% | 2.1% | 13%
CN1CCN(C(=O)c2cc3c(ccc4ccccc43)oc2=O)CC1 | -3% | -2% | -2.3% | 15%
CCOc1ccc2c(c1)sc1nc(C(=O)OC)cc(=O)n12 | -7% | -5% | -1.6% | -7%
CN(C1CCCCC1)S(=O)(=O)c1ccc(S(=O)(=O)N2CCCC2)cc1 | -9% | nt | 4.6% | -2%
CC(C)C(=O)Nc1nnn(C)n1 | -5% | 0% | -0.5% | 3%
COc1ccc(OCC(=O)OCc2cc(=O)n3nc(C4CC4)sc3n2)cc1 | 4% | -9%[10.9 µM] | -1.8% | -15%
c1ccc(Cn2nnnc2C(c2cccs2)N2CCCCCC2)cc1 (centres undefined) | 5% | -15% | ? | 8%

Single values from above:
CN1CCN(C(=O)c2cc3c(ccc4ccccc43)oc2=O)CC1 in p53ts 39C tox is listed with 15%
c1ccc(Cn2nnnc2C(c2cccs2)N2CCCCCC2)cc1 (centres undefined) in p53ts 39C tox is listed with 8%
CN(C1CCCCC1)S(=O)(=O)c1ccc(S(=O)(=O)N2CCCC2)cc1 in IkB signaling is listed with 4.6%

Arranged by count of non-hydrogen atoms (largest number first): some entries from above
SMILES | p53ts 32C tox | Imprint erasure | IkB signaling | p53ts 39C tox
CSc1ccc(CCNc2ncnc3onc(-c4ccc(Cl)cc4)c23)cc1 | -1% | -15%[10.9 µM] | -2.5% | -12%
CN1C(=O)N(C)C2(c3ccccc3)NC(=O)NC12c1ccccc1 (centres undefined) | 7% | -8% | -3.2% | 11%
CCCn1c(SCC(=O)NCc2ccco2)nnc1C(C)C | 3% | -25% | ? | 12%

The listing picks up, starting two compounds before the break.
SMILES | p53ts 32C tox | Imprint erasure | IkB signaling | p53ts 39C tox
COc1ccc(OCC(=O)OCc2cc(=O)n3nc(C4CC4)sc3n2)cc1 | 4% | -9%[10.9 µM] | -1.8% | -15%
c1ccc(Cn2nnnc2C(c2cccs2)N2CCCCCC2)cc1 (centres undefined) | 5% | -15% | ? | 8%
Cc1onc(-c2ccccc2)c1C(=O)NCc1ccco1 | -4% | nt | nt | 3%
CCc1nn(CCCC(=O)NCc2ccccc2Br)c(=O)c2cc3occc3n12 | 3% | -7%[10.9 µM] | -1.2% | -5%
Cc1ccc2nc(N3CCN(c4cccc(Cl)c4)CC3)c3nnnn3c2c1 | -2% | 5%[10.9 µM] | 0.4% | 25%
Cc1ccccc1-n1c(Cn2c(=O)sc3ccccc32)nnc1SCC(=O)Nc1nccs1 | -2% | -11% | 3.7% | 0%
Fc1cccc(-c2cc3nc4c(c(N5CCOCC5)n3n2)CCCC4)c1 | -20% | -9% | 1.2% | -17%
CCc1cc2c(nc1CC)CCN(CC/C(C)=N/OC[C@@H](C)[C@H](OCc1ccccc1)C(C)C)C2 | 2%[9.22 µM] | nt | nt | 6%[9.22 µM]
CC(C)C1=C2CCCCC2NC(=O)N1 (centres undefined) | 4% | -1% | 0.1% | 1%
O=C(Cc1ccccc1)Nc1sc2c(c1C(=O)Nc1ccc(Br)cc1)CCCC2 | -2% | -12%[10.9 µM] | -1.1% | 5%
